# Compound activity: PubChem BioAssay, Sanford-Burnham Center for Chemical Genomics
# Hsp70 inhibitors = Hsp70 inhibitors, probe displacement, primary screen, biochemical, fluorescence polarization (AID 583); Heat shock 70 kDa protein 1A (Homo sapiens); Hsp70 fluorescence polarization probe displacement, mP; higher % means a stronger effect; displacement, % at 20 µM; hits with a dose series show IC50 in µM; actives 0.06% (n = 140,000); in the data active = displacement above about 50%;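 also: plate controls were vehicle for no effect and reference ligand for full effect; a part of the inactive calls stands beside numbers as strong as those of hits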
# Rat MKP-3 inhibitors = MKP-3 phosphatase inhibitors, primary screen, biochemical, rat enzyme, in vitro (AID 425); recombinant MKP-3 phosphatase activity, fluorescence; higher % means a stronger effect; one-dose inhibition, % at 20 µM; IC50 in µM for titrated hits; actives 0.17% (n = 110,000); in the data active = inhibition above about 50%;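 also: plate controls were vehicle for no effect and reference inhibitor for full effect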
# Active calls of the source: *; / = not tested or not shown; & = joins results of further samples. Not all compounds are listed (hit frequency here may not be typical).
SMILES,Hsp70 inhibitors,Rat MKP-3 inhibitors
COc1ccc(-c2noc(CCC(=O)Nc3cccnc3)n2)cc1OC,1.4%,3%
COc1cc(-n2c(=O)c3ccccc3n(Cc3ccccc3)c2=O)cc(OC)c1OC,3.1%,/
Cc1ccc(-n2ncc3c(=O)n(CC#N)cnc32)cc1,6.8%,-11%
O=C(CSC1=NCCS1)c1ccc(Cl)cc1,0.4%,0%
C=CCn1c(=O)c2ccccc2n2c(SCc3csc(-c4ccccc4)n3)nnc12,5.6%,-16%
CC(=O)Nc1ccccc1NS(=O)(=O)c1ccc(Cl)cc1,-3.3%&3.8%,2%
C=CCN1C(=O)/C(=C\c2ccc(O)c(OCC)c2)C(=O)NC1=S,-4.3%,3%
Cc1cc(C)n(C(=O)c2cc([N+](=O)[O-])ccc2Cl)n1,0.6%,0%
Cc1cccc(OCCCN2CCCC2)c1,0.0%,0%
c1ccc(-c2nnc(-c3ccco3)o2)cc1,3.6%,0%

# Pulled one by one from above (3):
SMILES,Hsp70 inhibitors,Rat MKP-3 inhibitors
CC(=O)Nc1ccccc1NS(=O)(=O)c1ccc(Cl)cc1,-3.3%&3.8%,2%
C=CCn1c(=O)c2ccccc2n2c(SCc3csc(-c4ccccc4)n3)nnc12,5.6%,-16%
C=CCN1C(=O)/C(=C\c2ccc(O)c(OCC)c2)C(=O)NC1=S,-4.3%,3%

# Following part:
SMILES,Hsp70 inhibitors,Rat MKP-3 inhibitors
C[N+](C)(C)CC/C=C1/c2ccccc2CSc2ccccc21,11%,/
O=C(CCN1C(=O)/C(=C\c2ccc(Cl)cc2)SC1=S)Nc1ccc(C(=O)O)cc1,-1.4%,5%
COC(=O)c1ccc(NC(=O)CC2Nc3ccccc3NC2=O)cc1 (stereo not given),5.6%,-2%
COc1ccc2[nH]c(=O)c(CN(Cc3ccccc3)Cc3nnnn3CC3CCCO3)cc2c1 (stereo not given),-2.1%,-3%
O=C(CCn1c(=O)sc2ccccc21)NCCN1CCOCC1,0.1%,7%
C=CCn1c(Cc2csc(N)n2)nnc1SCC(=O)Nc1ccc(C(=O)OCC)cc1,0.4%,-15%
Cc1ccc(-n2nnnc2SCC(=O)Nc2c(C)n(C)n(-c3ccccc3)c2=O)cc1,9.5%,-7%
NS(=O)(=O)c1ccc(NC(=S)NC(=O)c2sc3cc(F)ccc3c2Cl)cc1,1.6%,3%
COc1ccccc1C(=O)Nc1nnc(C(C)(C)C)s1,-4.1%,2%
CCOc1ccc(C(C)=O)cc1CC(C(N)=O)C(N)=O,0.8%,/

# Shown with the structure last: four of the compounds above.
Hsp70 inhibitors,Rat MKP-3 inhibitors,Compound
5.6%,-2%,COC(=O)c1ccc(NC(=O)CC2Nc3ccccc3NC2=O)cc1 (stereo not given)
-2.1%,-3%,COc1ccc2[nH]c(=O)c(CN(Cc3ccccc3)Cc3nnnn3CC3CCCO3)cc2c1 (stereo not given)
-4.1%,2%,COc1ccccc1C(=O)Nc1nnc(C(C)(C)C)s1
0.4%,-15%,C=CCn1c(Cc2csc(N)n2)nnc1SCC(=O)Nc1ccc(C(=O)OCC)cc1

# Additional structures.
SMILES,Hsp70 inhibitors,Rat MKP-3 inhibitors
O=C1NC(=O)C(=Cc2ccc(Cl)c([N+](=O)[O-])c2)C(=O)N1,3.4%,-2%
COC(=O)/C(C(C)=O)=C(/C=C/C=C/N(C)C)N(C)C,0.9%,/
Cc1ccc(SC2CC(=O)N(c3ccccc3C(F)(F)F)C2=O)cc1 (stereo not given),3.3%,0%
O=C(/C=C/c1ccc([N+](=O)[O-])cc1)C1C(=O)c2ccccc2C1=O,1.0%,1%
CCn1c(SCC(=O)Nc2cccc(C(C)=O)c2)nnc1C(C)C,0.8%,-7%
Cc1ccc(C2CC(C(F)(F)F)n3nc(C(=O)N(Cc4ccccc4)Cc4ccccc4)cc3N2)cc1 (stereo not given),-2.5%,4%
CCc1ccc2c(c1)C(C)=CC(C)(C)N2,-1.4%,-4%
COc1ccc(C2C3=C(CCCC3=O)Nc3nc(SCc4ccc(C(=O)O)cc4)nn32)cc1OC (stereo not given),-1.0%,-11%
COc1ccc(O)c(C(=O)CC(=O)c2ccccc2Cl)c1,-0.1%,3%
O=C(Nc1nnc(-c2ccco2)s1)c1ccccc1,-2.5%,-7%
CCOC(=O)c1c(NC(=O)CSc2nnc(-c3cccnc3)o2)sc2c1CCC2,1.2%,/
Cc1cc2ncn(C(=O)c3ccc(-c4ccccc4)cc3)c2cc1C,-0.6%,4%
COc1ccc(NC(=O)CN(c2ccc(Cl)cc2)S(C)(=O)=O)c(OC)c1,-4.4%,1%
O=C(NCCN1CCN(c2ccccc2)CC1)C1(S(=O)(=O)c2ccc(Cl)cc2)CC1,-1.5%,1%
CCc1nnc(NC(=O)C2CCCO2)s1 (stereo not given),1.1%,5%
COc1cccc(NS(=O)(=O)c2ccc3c(c2)CCCN3C(C)=O)c1,8.7%,/
CC(=O)NC(CC(=O)Nc1cccc(S(=O)(=O)N2CCCCC2)c1)c1ccccc1 (stereo not given),-0.8%,/
Cc1cc2c(cc1C)NC(c1ccc(OC(F)(F)F)cc1)C1=C(CC(C)(C)CC1=O)N2 (stereo not given),-1.1%,3%
C=CCSc1nc2ccccc2n1C(=O)c1ccc2c(c1)OCO2,-2.0%,5%
NC(=O)C1CCN(C(=O)c2ccccc2F)CC1,0.7%,-1%
Cc1cc(NC(=O)CCC(=O)N(Cc2ccco2)C(C(=O)NC2CCCC2)c2ccccc2C)no1 (stereo not given),6.6%,/
C=CCNC(=O)CN(c1cccc(Br)c1)S(C)(=O)=O,0.1%,-2%
NC(=O)NC(Cc1ccccc1)C(=O)O (stereo not given),-0.9%,-10%
CCCCC(=O)Nc1ccc(C(=O)OC2CCCCC2)cc1,-4.9%,/
CC(C)CNS(=O)(=O)c1ccc(CCC(=O)NCc2cccnc2)cc1,6.6%,/
Cc1c(C(=O)N2CC(C)OC(C)C2)oc2ccccc12 (stereo not given),2.0%,-9%
O=[N+]([O-])c1cnccc1Nc1ccccc1,0.1%,/
COc1cccc(/C(O)=C2/C(=O)C(=O)N(c3ccccn3)C2c2ccc(OC)c(OC)c2)c1 (stereo not given),-7.6%,/
O=[N+]([O-])c1ccc2c(c1)S(=O)(=O)NC2=NCCC1=CCCCC1,1.8%,3%
Oc1c(/C=C2\C=Nc3ccccc32)sc(=S)n1-c1ccc(Cl)cc1,-18%,-4%
Cc1onc(-c2c(Cl)cccc2Cl)c1C(=O)Nc1ccc(S(N)(=O)=O)cc1,-3.9%,1%
COC(=O)C1C(c2ccc(OC)c(OC)c2)NC(c2ccc(OC)c(OC)c2)C(C(=O)OC)S1(=O)=O (stereo not given),-1.3%,/
CCNc1oc(-c2cccc3ccccc23)nc1C#N,0.6%,-3%
COc1ccc(S(=O)(=O)NCc2cn3c(C)csc3n2)cc1F,1.7%,3%
CC(C)(C)C(=O)Nc1cccc(C(=O)NCc2ccc(CNC(=O)c3cccc(NC(=O)C(C)(C)C)c3)cc2)c1,4.1%,1%
CC(C)(C)C1CCC2(CC1)Nc1cccc3cccc(c13)N2,3.7%,/
Cc1ccc(NCCC(=O)c2ccc(Cl)c(Cl)c2)cc1,-6.8%,3%
CCOC(=O)/C(C#N)=N\Nc1ccc(C(N)=O)cc1,-2.1%,2%
Cc1[nH]c2ccccc2c1C1(O)C(=O)N(C(C)C)c2ccccc21 (stereo not given),4.4%,/
Cc1cc(C)n2cc(CSc3nnnn3C)nc2n1,3.3%,-1%

# Among those listed so far, these contain a furan ring, fused or not.
SMILES,Hsp70 inhibitors,Rat MKP-3 inhibitors
c1ccc(-c2nnc(-c3ccco3)o2)cc1,3.6%,0%
O=C(Nc1nnc(-c2ccco2)s1)c1ccccc1,-2.5%,-7%
Cc1cc(NC(=O)CCC(=O)N(Cc2ccco2)C(C(=O)NC2CCCC2)c2ccccc2C)no1 (stereo not given),6.6%,/
Cc1c(C(=O)N2CC(C)OC(C)C2)oc2ccccc12 (stereo not given),2.0%,-9%

# Next part
SMILES,Hsp70 inhibitors,Rat MKP-3 inhibitors
CCn1c(O)c(/C=N/N=C2CCCC2)c2ccc(C3=NNC(=O)CC3)cc21,-4.5%,1%
CC(C(=O)O)N1C(=O)/C(=C/c2ccc3c(c2)OCO3)SC1=S (stereo not given),-9.8%,-1%
O=C(CCN1CCOCC1)NC12CC3CC(CC(C3)C1)C2,0.4%,1%
O=C(Cn1cnc2c(nnn2Cc2ccc(Cl)cc2)c1=O)NC1CCCC1,-1.0%,-6%
O=C(NCc1cccs1)C1CCN(S(=O)(=O)c2cccc3cccnc23)CC1,-1.5%,-11%
O=C(Nc1ccccc1)c1ccc(NS(=O)(=O)c2ccc(Br)cc2)cc1,0.3%,4%
CCCCNC(=O)C(C#N)c1nc2ccccc2nc1N1CCCC1 (stereo not given),-9.0%,-3%
COc1nsnc1NS(=O)(=O)c1ccc(NC(=S)NC(=O)c2sc3cc(F)ccc3c2Cl)cc1,8.9%,1%
COc1cccc(NC(=O)Nc2c(C)n(C)n(-c3ccccc3)c2=O)c1,0.6%,/
Cc1ccc(C(=O)N/C(=C\c2ccc(-c3cc(Cl)ccc3Cl)o2)C(=O)NCc2ccco2)cc1,-4.7%,6%
CC(C)(C)c1ccc(OCC(=O)Nc2nccs2)cc1,-3.4%,4%
Cc1ccccc1N1C(=O)C2C3c4ccccc4C(C)(c4ccccc43)C2C1=O (stereo not given),-1.5%,0%
O=C(COc1ccc([N+](=O)[O-])cc1)Nc1ccc2oc(-c3ccc(Br)cc3)nc2c1,1.3%,-2%
COCCNC(=O)/C(=C/c1ccc(-c2cc(Cl)ccc2Cl)o1)NC(=O)c1ccc(C)cc1,-0.2%,7%
O=C(NCc1cccs1)c1ccccc1C(=O)NCc1cccs1,-1.1%,-9%
O=C(Nc1ccc2ccccc2c1)c1cn(-c2ccccc2)nc1-c1cccs1,4.6%,/
CSc1nc(-c2ccco2)nn1C(=O)c1ccccc1,2.4%,/
Cc1[nH]c2ccccc2c1C(=O)CSc1nc2cc(S(=O)(=O)N3CCCCC3)ccc2o1,-4.0%,-10%
CCn1c(SCC(=O)Nc2cc(C)ccc2C)nnc1-c1cnccn1,-2.5%,-11%
CCOc1ccc2nc(SCc3ccc(C(=O)OC)o3)[nH]c2c1,6.0%,-4%
Fc1cnc(N2CCOCC2)nc1NCc1ccccc1,9.4%,-8%
CCN(CC)S(=O)(=O)c1cc(Br)c(C)cc1OC,3.4%,-6%
CCOC(=O)N1CCN(c2c(N3CCOCC3)c(=O)c2=O)CC1,9.7%,-9%
O=C(Nc1cccc(F)c1)C1C2C=CC3(CN(CCCN4CCOCC4)C(=O)C13)O2 (stereo not given),-2.4%,-7%
COC(=O)c1sccc1NC(=O)c1cc2c(s1)CCCC2,65%,-15%
Cn1cnc2cc(Nc3nnc(-c4ccc(Cl)cc4)c4ccccc34)ccc21,5.9%,-3%
Cc1ccc(S(=O)(=O)NC2=NCN(Cc3ccccc3)CN2)cc1,1.1%&-0.1%,4%&-2%
CC(=O)Nc1ccc(S(=O)(=O)Nc2ccc(C(=O)Nc3nccs3)cc2)cc1,/,4%
CCOc1ccc2nc(SC3CC(=O)N(c4cccc(OC)c4)C3=O)sc2c1 (stereo not given),-3.5%,-1%
CCN(CC)CCN1C(=O)C2C3c4ccccc4C(c4ccccc43)C2C1=O (stereo not given),-4.9%&-2.0%,5%&2%
CCOc1ccc(-c2nnc(-c3ccco3)o2)cc1,-2.3%&-3.4%,-8%&-1%
Cc1ccc(/C=N/c2sc3c(c2C#N)CCCCC3)o1,2.4%,2%
Cc1nnnn1-c1cccc(C(=O)O)c1,5.8%,/
CC(=O)Nc1ccc(SCC(=O)c2cc(C)n(C)c2C)cc1,2.3%,/
C/C(=N\NC(=O)Cc1csc(N2CCOCC2)n1)c1ccccc1,1.4%,/
CC(NC(=O)CCNS(=O)(=O)c1ccc2c(c1)c(=O)n(C)c(=O)n2C)c1ccccc1 (stereo not given),-6.9%,-5%
Cc1cccc(N2C(=O)NC(=O)/C(=C/c3ccccc3C)C2=O)c1,0.5%,3%
COc1ccccc1NS(=O)(=O)c1ccc(C)c(C(=O)NCC2CCCO2)c1 (stereo not given),-3.4%,-1%
CC(=O)N1CCC(N(CCN2CCOCC2)C(=O)Nc2ccc(Cl)c(Cl)c2)CC1,1.0%,-6%
Brc1ccc(/C=N/Nc2cc(N3CCOCC3)nc(N3CCOCC3)n2)cc1,5.0%,-1%
O=C(CSc1nnc(-c2cccnc2)o1)c1cc2ccccc2oc1=O,-2.2%,-2%
O=C(Oc1ccc([N+](=O)[O-])cc1)c1ccc(-c2ccccc2)cc1,-1.2%,0%
O=C(O)CCOc1ccc2c(c1)OCCO2,-3.9%,0%
COc1ccc(/C=C/C(=O)c2cccc(Br)c2)cc1OC,-1.5%,10%
C=CCN1C(=O)/C(=C\c2cc(Br)ccc2OCCOc2cccc(OC)c2)SC1=S,-8.9%,4%
COc1cc(NC(=O)C2CCCN(S(=O)(=O)c3cnc[nH]3)C2)cc(OC)c1 (stereo not given),3.5%,-10%
Cn1c(Sc2nc3ccccc3n2C)nc2ccccc21,-0.8%,2%
O=C(O)C1CCCCC1C(=O)Nc1ccc2c(c1)CCC2 (stereo not given),4.2%,-4%
CCOC(=O)Cc1csc(NC(=O)CSc2nc3sc(C(=O)O)c(C)c3c(=O)[nH]2)n1,-0.8%,/
COc1ccc(C(NC(=O)Cc2ccccc2)NC(=O)Cc2ccccc2)cc1,-3.1%,1%
OCCN1CCN(CC(O)COc2ccc3ccccc3c2)CC1 (stereo not given),0.4%,-3%
CNC(=O)Cn1c(=O)n(C)c2ccccc21,-2.3%,-1%

# Compound profiles, from the list above:
# Cn1c(Sc2nc3ccccc3n2C)nc2ccccc21 reads Hsp70 inhibitors = -0.8%; Rat MKP-3 inhibitors = 2%
# O=C(O)C1CCCCC1C(=O)Nc1ccc2c(c1)CCC2 (stereo not given) reads Hsp70 inhibitors = 4.2%; Rat MKP-3 inhibitors = -4%
